# SMN2 splice up = qHTS Assay for Enhancers of SMN2 Splice Variant Expression; HEK293 SMN2-luciferase splicing reporter, luminescence, 30-36 h; 210,000 tested, 2.8% active; Potency, µM (highest dose often 46.1 µM), for the others: top-dose activity change, positive = activation, hits mostly activators; also: % of control where 0% means no effect; nearly all actives have a fitted effect of over 55% in size
#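 qHTS luciferase splicing reporter: luminescence rises when SMN2 exon 7 is included in transfected HEK293 cells. Compound exposure lasted 30-36 h at 37C, with 4.5 mM final sodium butyrate as control, followed by a ONE-Glo read.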
# GAA glycogen mod = qHTS Assay for Inhibitors and Activators of Human alpha-Glucosidase Cleavage of Glycogen. recombinant GAA, glycogen substrate, Amplex Red glucose oxidase fluorescence. Potency, µM (doses to about 76.4 µM), for inactives: at the highest dose activity change, negative = inhibition, usual class: inhibitors. 300,000 tested, 0.38% active. AID 2100, 2009;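 also: 0% = full enzyme reaction and -100% = no-enzyme basal signal; the screen sought inhibitors and activators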
#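 Recombinant human alpha-glucosidase (4 nM final) hydrolysed bovine liver glycogen (30 ug) for 40 min at 37 C in pH 5.0 citrate/phosphate with 0.01% Tween-20. Released glucose detected by glucose oxidase/Amplex Red, Ex 573/Em 610 nm. Compounds up to 77 uM; AC50 from Hill fits.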
# An asterisk follows results filed as active; ? = inconclusive; · = no result given; & = joins results of further samples; [ ] = another dose, or the depositor's remark. Calls follow the shape of the dose curve; as a rule, active = well fitted curve in the direction sought with a large enough effect; inconclusive = small, poorly fitted or top-dose-only effect, or another doubt; inactive = no such curve, though single readings can be large; an effect the other way counts as inactive or inconclusive. Potency is read from the fitted curve at half-maximal effect.
SMILES,SMN2 splice up,GAA glycogen mod
COc1ccc(NC(=O)c2oc3ccccc3c2NC(=O)c2cc(OC)c(OC)c(OC)c2)cc1,-1.7%,-3.0%[76.3 µM]
Cc1cc(C)n(-c2nc3ccccc3nc2N2CCN(c3cccc(C)c3C)CC2)n1,-0.7%,-13.4%[76.3 µM]
COc1ccc(-c2ccc3c(N)c(C(=O)Nc4ccc(C(F)(F)F)cc4)sc3n2)cc1OC,-37.7%[inhibitor],3.6%[76.3 µM]
O=C(CCNS(=O)(=O)c1cccc2nsnc12)NCc1ccccc1,-0.3%,5.6%
CCCCCn1c(CNC(=O)c2ccccc2)nc2ccccc21,7.4%,2.0%[76.3 µM]
COc1cc(Cl)c(C)cc1NC(=O)CC1Oc2ccccc2NC1=O (configuration not stated),-0.6%,13.0%[76.3 µM]
Cc1cc2nn(-c3ccc(F)cc3)nc2cc1NC(=O)c1cc(Cl)ccc1Cl,17.7%,1.4%[76.3 µM]
COc1ccccc1CN1C(=O)C(=O)c2cccc(C)c21,-3.3%,-20.1%[76.3 µM]
NC(=O)Cn1c(=O)n(CCCCCC(=O)NCc2ccc(F)cc2)c(=O)c2sccc21,14.4%,-4.0%[76.3 µM]
Cc1ccc(OCC(=O)Nc2cccc(-c3nc4ccccc4o3)c2C)cc1C,0.1%,6.3%[76.3 µM]
COc1ccccc1N(CC(=O)N1CCC(C)CC1)S(=O)(=O)c1ccc(C)cc1,-25.2%,5.4%[76.3 µM]
Cc1ccccc1Cn1c(CN2CCCC(C)C2)nc2c1c(=O)n(C)c(=O)n2C (configuration not stated),-11.2%,17.1%[76.3 µM]
COc1ccc(C2c3c(oc4ccccc4c3=O)C(=O)N2Cc2ccc3c(c2)OCO3)cc1 (configuration not stated),-3.7%,11.9%[76.3 µM]
Cc1ccc(NC(=O)Cn2c(-c3ccc4c(c3)OCO4)cn(-c3ccccc3)c2=O)cc1C,16.1%,2.4%[76.3 µM]
O=C(O)Cn1nc(N2CCN(c3ccccc3)CC2)ccc1=O,8.2%,-23.9%[76.3 µM]
Cc1ccc(Cn2cc(S(=O)(=O)c3ccc(Cl)cc3)c(=O)c3cc4c(cc32)OCO4)cc1,-5.0%,5.0%[76.3 µM]
Cc1c(C(=O)OCc2ccccc2)[nH]c2c1C(=O)CC(c1ccc(C(C)(C)C)cc1)C2 (configuration not stated),-5.0%,12.7%[76.3 µM]
CCOC(=O)c1c(NC(=O)c2nc(SCC)ncc2Cl)sc(C(C)=O)c1C,0.8%,-3.4%[76.3 µM]
O=C(Cn1ncc2c3ccccc3n(Cc3cccc(Cl)c3)c2c1=O)NCCCc1ccccc1,8.2%,9.3%[76.3 µM]
COc1ccc2oc(-c3cccc(NC(=O)c4sc5c([N+](=O)[O-])cccc5c4Cl)c3)nc2c1,9.5%,-7.0%[76.3 µM]
Cc1c(C)c2c(cc(C)c3c(-c4ccc(Br)cc4)coc32)oc1=O,-7.8%,20.7%[76.3 µM]
O=C(COC(=O)c1cc(-c2cccs2)nc2ccccc12)c1ccc(Cl)cc1,-2.2%,-11.5%[76.3 µM]
Cc1ccc(Cl)c(NC(=O)Nc2csc3c2CCCC3)c1,7.9%,17.6%[76.3 µM]
COc1ccc(Cl)cc1C(=O)Nc1ccc2oc(-c3ccc(C(C)(C)C)cc3)nc2c1,-5.2%,-4.5%[76.3 µM]
CCC(C)c1ccc(OCC(=O)Nc2ccc(-c3nc4ncccc4o3)cc2)cc1 (configuration not stated),8.9%,-6.8%[76.3 µM]
COc1ccc(CNc2nc3c(-c4cccc(F)c4)nnn3c3ccccc23)cc1,?,9.0%[76.3 µM]
CCN(CC)c1ccc(NC(=O)CN(C)S(=O)(=O)c2cccc3nsnc23)c(C)c1,2.5%,·
CCCN(C(=O)Cn1nc(Cc2ccncc2)c2ccccc2c1=O)c1ccccc1C,-4.0%,7.3%[76.3 µM]
CCN(CCCNC(=O)c1cc2c(=O)[nH]c3ccc(C)cc3c2s1)c1ccc(C)cc1,-8.6%,9.9%[76.3 µM]
O=C(c1ccccc1Cl)n1nc(-c2ccco2)nc1NCc1cccs1,5.0%,13.4%[76.3 µM]
CCOC(=O)C1=C(C)N=C2SCCC(=O)N2C1c1ccc(OCc2ccccc2)cc1 (configuration not stated),?,-7.8%[76.3 µM]
CN(C(=O)c1cc2c(=O)oc3ccccc3c2s1)c1ccc(F)cc1,1.1%,11.9%[76.3 µM]
Cc1ccc2oc(=O)c3cc(C(=O)N4CCN(c5ccccc5)CC4)sc3c2c1,11.0%,-1.9%[76.3 µM]
COc1cccc(NC(=O)CSc2nnc3scc(-c4ccc(Cl)cc4)n23)c1,-18.7%,-7.3%[76.3 µM]
Fc1ccc(-n2nc(-c3ccccc3)c3cnc4ccccc4c32)cc1Cl,18.1%,3.7%[76.3 µM]
COc1ccc(-c2csc3nc(-c4ccccc4C)oc(=O)c23)cc1OC,7.5%,11.7%[76.3 µM]
Cc1ccccc1NC(=O)Cn1c(=O)n(CCCCCC(=O)NCc2ccccc2Cl)c(=O)c2sccc21,6.7%,7.7%[76.3 µM]
Cc1ccc(-c2nc(CS(=O)(=O)CC(=O)Nc3cc(C)ccc3C)c(C)o2)cc1,2.4%,8.5%[76.3 µM]
Cc1ccc(CCNC(=O)c2ccc(Nc3nc4ccccc4n4nnnc34)cc2)cc1,4.9%,3.3%[76.3 µM]
Cc1ccc(N2CCN(C(=O)C3CCN(S(=O)(=O)c4ccc5c(c4)oc(=O)n5C)CC3)CC2C)cc1 (configuration not stated),-9.0%,-25.9%[76.3 µM]
Cc1ccc(C(=O)Oc2c(S(=O)(=O)c3ccccc3)c(C)nn2-c2ccccc2)cc1,-4.3%,-5.9%[76.3 µM]
CCCSc1nnc2n(-c3ccc(OC)cc3)c(=O)c3c4c(sc3n12)COC(C(C)C)C4 (configuration not stated),4.8%,16.7%[76.3 µM]
Cc1cc(OCC(=O)N(Cc2sccc2C)C2CCS(=O)(=O)C2)ccc1Cl (configuration not stated),8.2%,7.7%[76.3 µM]
O=C(COCc1cc(-c2ccc(F)cc2)on1)Nc1cc(Cl)ccc1O,3.4%,18.1%[76.3 µM]
COC(=O)c1ccc(NS(=O)(=O)c2ccc3c(c2)n(C)c(=O)c(=O)n3C)cc1,-0.7%,15.2%[76.3 µM]
COc1cc(/C=C(\C#N)c2nc3ccccc3[nH]2)ccc1OCc1cccc(C(F)(F)F)c1,4.5%,-10.4%[76.3 µM]
COc1ccc(Nc2c3c(nc4ccc(NC(=O)c5ccc(F)cc5)cc24)CCCC3)cc1OC,4.8%,-14.7%[76.3 µM]
CC(C)(C)C1CCc2c(sc(NC(=O)C3c4ccccc4Oc4ccccc43)c2C(N)=O)C1 (configuration not stated),6.2%,-6.6%[76.3 µM]
CC1CCN(c2nc(-c3ccc(C(C)(C)C)cc3)nc3ccccc23)CC1,-1.1%,-3.6%[76.3 µM]
CCN(C(=O)CSc1nc2ncccc2[nH]1)c1ccc(C(C)C)cc1,-13.6%,-11.9%[76.3 µM]
CCCCN(C)C(=O)Cn1cnc2sc(C)c(S(=O)(=O)N3CCN(c4ccccc4OC)CC3)c2c1=O,7.1%,14.7%[76.3 µM]
CCC(C)NC(=O)c1c(-c2ccccc2)c(-c2ccccc2)nn(C)c1=O (configuration not stated),-6.2%,11.2%[76.3 µM]
C#CCN1C(=O)C(O)(CC(=O)c2ccc(OC)c(OC)c2)c2cc(Br)ccc21 (configuration not stated),-2.1%,-5.3%[76.3 µM]
CCN(CC)C(=O)Cn1c(=O)n(Cc2ccc(C(=O)NCCCOC)cc2)c(=O)c2ccccc21,5.7%,10.4%[76.3 µM]
CCc1nonc1NC(=O)c1oc2cc(C)c(C)cc2c1C,?,-1.9%&-7.1%[76.3 µM]
CC1=C(C(=O)Nc2ccccc2)C(c2ccccc2)n2nc(-c3ccco3)nc2N1 (configuration not stated),-2.2%,-1.6%[76.3 µM]
CCOc1ccc(CCNC(=O)Cn2ncn3c(cc4ccccc43)c2=O)cc1OCC,8.2%,16.3%[76.3 µM]
CCN1CCOC(=O)C1CC(=O)Nc1ccccc1C(F)(F)F (configuration not stated),13.0%,7.1%[76.3 µM]
CCOC(=O)c1ccc2ncc3c(-c4ccccc4)nn(-c4ccc(F)c(Cl)c4)c3c2c1,0.2%,14.5%[76.3 µM]
CC1=C(C(=O)Nc2cc(C)cc(C)c2)C2(CCCCC2)OC1=O,3.8%,18.0%[76.3 µM]
# Continued:
SMILES,SMN2 splice up,GAA glycogen mod
COc1cc(C2CC(=O)Nc3cc4c(cc32)OCCO4)cc(Br)c1OC (configuration not stated),-21.0%,-2.1%[76.3 µM]
CCOC(=O)N1CCN(C(=O)CN(c2cccc(Cl)c2C)S(=O)(=O)c2ccc(C)cc2)CC1,-22.1%,-7.9%[76.3 µM]
Cc1cccc(NC(=O)CN2C(=O)C(c3ccc(F)cc3)=NC23CCCCCC3)c1C,4.5%,-11.4%[76.3 µM]
CCN(C(=O)COc1cc(=O)n(C)c2ccccc12)c1cccc(C(F)(F)F)c1,-3.1%,3.6%[76.3 µM]
Clc1ccc(CCNC(c2cccc(Cl)c2)c2nnc(-c3ccccc3)o2)cc1 (configuration not stated),-7.5%,6.3%[76.3 µM]
CCCN(CCC)CC(O)Cn1cc(/C=C/C(=O)c2ccc(OCC)cc2)c2ccccc21 (configuration not stated),-40.3%[inhibitor],-2.6%[76.3 µM]
CCOc1ccc(NC(=O)NCCN2CCN(c3cc(Cl)ccc3C)CC2)cc1,7.1%,8.8%[76.3 µM]
Cc1cc(C)c(Cn2c3ccccc3c3cnn(CC(=O)N4CCCCCC4)c(=O)c32)c(C)c1,3.4%,-3.5%[76.3 µM]
CCN(CC)CCCNC(=O)c1ccc2c(c1)N(Cc1c(F)cccc1Cl)C(=O)c1ccccc1S2,-65.0%[inhibitor],-6.4%[76.3 µM]
COc1ccccc1N1CCN(C(=O)c2cc(CC(C)C)on2)CC1,0.3%,4.7%[76.3 µM]
CCOC(=O)c1cccc(NC(=O)CCc2c(C)nc3c4cccnc4nn3c2C)c1,?,-12.0%[76.3 µM]
CCCSc1ncc(Cl)c(C(=O)Nc2scc(-c3ccc(C)cc3)c2C(=O)OCC)n1,5.4%,-6.0%[76.3 µM]
CC1=C(C(=O)OC2CCCC2)C(c2ccccc2Cl)CC(=O)N1 (configuration not stated),2.5%,14.5%[76.3 µM]
CCCCN1C(=O)c2[nH]nc(-c3ccccc3O)c2C1c1ccc(OCc2ccccc2)c(OC)c1 (configuration not stated),-10.2%,1.0%[76.3 µM]
CCOC(=O)c1[nH]c2ccccc2c1NC(=O)c1ccc(Br)cc1,-2.1%,-8.0%[76.3 µM]
CCOc1ccc(C(=O)Nc2cc(-c3nc4cc(OC)ccc4o3)ccc2C)cc1[N+](=O)[O-],16.5%,13.1%[76.3 µM]
O=C(c1ccc2c(c1)N(Cc1ccc(Cl)cc1)C(=O)c1ccccc1S2(=O)=O)N1CCCCCC1,-13.6%,3.7%[76.3 µM]
CCOc1ccc(NC(=O)C2CCCN(S(=O)(=O)c3cccc4nonc34)C2)cc1 (configuration not stated),-3.2%,6.6%[76.3 µM]
COc1ccc(-c2nc3ccccc3o2)cc1NC(=O)c1cc(Br)ccc1OC,-8.3%,9.1%[76.3 µM]
COc1ccc(CNC(=O)CSc2nc(-c3ccc(OC)c(OC)c3)cc(C(F)(F)F)n2)cc1,-0.9%,2.0%[76.3 µM]
O=C(Nc1ccc(Br)cc1)c1cc(-c2cccs2)nc2ccccc12,-14.4%,19.0%[76.3 µM]

# Another view of some results above.
SMILES	SMN2 splice up	GAA glycogen mod
COc1cc(C2CC(=O)Nc3cc4c(cc32)OCCO4)cc(Br)c1OC (configuration not stated)	-21.0%	-2.1%[76.3 µM]
CCOC(=O)N1CCN(C(=O)CN(c2cccc(Cl)c2C)S(=O)(=O)c2ccc(C)cc2)CC1	-22.1%	-7.9%[76.3 µM]
Cc1cccc(NC(=O)CN2C(=O)C(c3ccc(F)cc3)=NC23CCCCCC3)c1C	4.5%	-11.4%[76.3 µM]
CCN(C(=O)COc1cc(=O)n(C)c2ccccc12)c1cccc(C(F)(F)F)c1	-3.1%	3.6%[76.3 µM]
Clc1ccc(CCNC(c2cccc(Cl)c2)c2nnc(-c3ccccc3)o2)cc1 (configuration not stated)	-7.5%	6.3%[76.3 µM]
CCCN(CCC)CC(O)Cn1cc(/C=C/C(=O)c2ccc(OCC)cc2)c2ccccc21 (configuration not stated)	-40.3%[inhibitor]	-2.6%[76.3 µM]
CCOc1ccc(NC(=O)NCCN2CCN(c3cc(Cl)ccc3C)CC2)cc1	7.1%	8.8%[76.3 µM]
Cc1cc(C)c(Cn2c3ccccc3c3cnn(CC(=O)N4CCCCCC4)c(=O)c32)c(C)c1	3.4%	-3.5%[76.3 µM]
CCN(CC)CCCNC(=O)c1ccc2c(c1)N(Cc1c(F)cccc1Cl)C(=O)c1ccccc1S2	-65.0%[inhibitor]	-6.4%[76.3 µM]
COc1ccccc1N1CCN(C(=O)c2cc(CC(C)C)on2)CC1	0.3%	4.7%[76.3 µM]
CCOC(=O)c1cccc(NC(=O)CCc2c(C)nc3c4cccnc4nn3c2C)c1	?	-12.0%[76.3 µM]

# Looked up above.
# CCCSc1ncc(Cl)c(C(=O)Nc2scc(-c3ccc(C)cc3)c2C(=O)OCC)n1 @ SMN2 splice up = 5.4%
# COc1ccccc1N1CCN(C(=O)c2cc(CC(C)C)on2)CC1 @ SMN2 splice up = 0.3%

# High-throughput results from PubChem.

# The list is partial, so the mix of outcomes need not match the whole.
